# Compound activity: PubChem BioAssay, NMMLSC
# VLA-4 inh: inhibition in a human VLA-4 binding assay | P13612 | VLA-4 expressing cells, ligand binding flow cytometry | inhibition, % (about 7 µM as worked out from the volumes in the protocol) | 330,000 compounds, 0.2% hits | AID 2557; in the data active = inhibition above about 50%
# Target sequence (P13612 whole entry, looked up): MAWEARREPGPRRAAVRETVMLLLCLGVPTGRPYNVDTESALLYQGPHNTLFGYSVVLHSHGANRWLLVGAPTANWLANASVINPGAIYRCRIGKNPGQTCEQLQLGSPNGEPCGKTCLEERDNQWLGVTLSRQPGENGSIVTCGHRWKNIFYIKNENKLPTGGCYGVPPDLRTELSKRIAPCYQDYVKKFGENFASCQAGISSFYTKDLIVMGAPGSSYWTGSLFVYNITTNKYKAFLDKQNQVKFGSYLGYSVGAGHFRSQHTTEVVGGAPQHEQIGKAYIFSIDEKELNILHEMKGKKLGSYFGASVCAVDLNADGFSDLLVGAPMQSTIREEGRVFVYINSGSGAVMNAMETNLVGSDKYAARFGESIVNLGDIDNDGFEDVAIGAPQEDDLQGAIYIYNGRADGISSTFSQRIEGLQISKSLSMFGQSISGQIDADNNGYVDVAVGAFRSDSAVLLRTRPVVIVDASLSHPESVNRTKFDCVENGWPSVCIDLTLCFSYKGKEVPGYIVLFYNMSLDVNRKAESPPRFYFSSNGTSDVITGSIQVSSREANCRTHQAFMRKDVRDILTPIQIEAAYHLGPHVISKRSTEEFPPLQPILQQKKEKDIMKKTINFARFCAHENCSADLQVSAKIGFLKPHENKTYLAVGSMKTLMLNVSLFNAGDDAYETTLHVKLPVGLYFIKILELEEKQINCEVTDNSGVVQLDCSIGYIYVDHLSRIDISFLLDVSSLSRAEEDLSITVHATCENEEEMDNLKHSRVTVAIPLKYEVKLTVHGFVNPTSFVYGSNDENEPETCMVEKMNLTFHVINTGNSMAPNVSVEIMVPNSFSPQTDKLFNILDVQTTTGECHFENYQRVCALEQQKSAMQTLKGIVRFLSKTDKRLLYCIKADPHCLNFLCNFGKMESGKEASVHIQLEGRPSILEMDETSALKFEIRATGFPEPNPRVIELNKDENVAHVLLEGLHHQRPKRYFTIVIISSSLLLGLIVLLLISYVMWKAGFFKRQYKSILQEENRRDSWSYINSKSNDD
# CIT2-GFP yeast: alters CIT2-GFP fluorescence in TOR pathway yeast screen. S. cerevisiae CIT2-GFP strain, flow cytometry, 3 h; 100 means same as DMSO wells. GFP response vs DMSO, % at 10 µM. 320,000 compounds, 0.065% hits;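 active = GFP response relative to DMSO above a set limit, near the screen mean plus 3 SD, cut at about 150% in these data; inconclusive = Fewer than 70 cells measured for a yeast strain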;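 also: ratio of well median GFP fluorescence to mean of DMSO wells on the plate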
# Yeast superoxide: caloric restriction mimetics inhibiting age-related superoxide in yeast | S. cerevisiae aged cells, superoxide DHE fluorescence; active compounds read low | superoxide response (% of plate mean), % at 10 µM | 330,000 compounds, 0.18% hits | AID 2690;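 active = superoxide response under a set limit, about three screen SD below normal, cut at about 65% in these data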;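 also: yeast aged for seven days with compound at 30 °C before DHE staining; 100% = average MFI of all compound-treated wells on the plate with controls excluded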
# RPL19A TOR yeast: yeast TOR pathway RPL19A-GFP modulation; S. cerevisiae RPL19A-GFP strain, flow cytometry, 3 h; active compounds read low; percent response vs DMSO, % at 10 µM; 330,000 compounds, 0.3% hits; AID 2025;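 active = percent response vs DMSO below 50%; inconclusive = fewer than 70 events counted for the yeast strain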;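 also: median channel GFP fluorescence of the barcoded RPL19A-GFP strain; ratio of sample median GFP to plate DMSO average so 100% = DMSO; lower means less RPL19A-GFP as with rapamycin TOR inhibition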
# AGP1 TOR yeast: alters AGP1-GFP fluorescence in TOR pathway yeast screen; S. cerevisiae AGP1-GFP multiplex flow cytometry, 3 h; GFP as percent of DMSO wells; GFP response vs DMSO, % at 10 µM; 320,000 compounds, 0.02% hits; AID 2066;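 active = GFP response relative to DMSO above a set limit, near screen average plus 3 SD, cut at about 150% in these data; inconclusive = fewer than 70 cells counted for the yeast strain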;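 also: median GFP channel fluorescence of the gated AGP1 strain per well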
# GRK2 aptamer HTS: human GRK2 inhibition via aptamer displacement | 330,000 compounds, 0.59% hits | AID 488847 | inhibition of aptamer binding, % at 10 µM | bead flow cytometry, FAM-aptamer displacement from GRK2;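 active = inhibition of aptamer binding above 40%, roughly 3 SD of noise, on plates passing a quality check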;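 also: median bead fluorescence of bound FAM aptamer so fluorescent compounds give negative values; no value below 0 was filed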
# LAP4-GFP MLPCN: yeast TOR pathway LAP4-GFP modulation; 320,000 compounds, 0.34% hits; S. cerevisiae LAP4-GFP multiplex, flow cytometry GFP, 3 h; median GFP as percent of DMSO wells; GFP response vs DMSO, % at 10 µM;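 active = GFP response vs DMSO above a set limit, about the screen mean plus 3 SD, cut at about 150% in these data; inconclusive = under 70 cell events counted for the yeast strain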
# MEP2 TOR yeast: yeast TOR pathway MEP2-GFP modulation | S. cerevisiae MEP2-GFP strain, flow cytometry GFP, 3 h; 100% = DMSO control level | GFP response vs DMSO, % at 10 µM | AID 2016 | 330,000 compounds, 0.51% hits;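 active = GFP response versus DMSO above a set limit, roughly screen mean plus 3 SD, cut at about 180% in these data; inconclusive = fewer than 70 cells counted for a yeast strain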;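 also: median GFP fluorescence of the barcode-gated MEP2-GFP cells per well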
# * = called active by the depositor; u = inconclusive; x = not tested or not shown; & = joins results of further samples; ! = not active in a repeat; [ ] = another dose, or the depositor's remark. Rows are unselected. Share with any hit: about 1.7%.
SMILES,VLA-4 inh,CIT2-GFP yeast,Yeast superoxide,RPL19A TOR yeast,AGP1 TOR yeast,GRK2 aptamer HTS,LAP4-GFP MLPCN,MEP2 TOR yeast
COC(=O)c1ccc(OCC(O)CN2C(=O)c3ccccc3S2(=O)=O)cc1 (stereo unspecified),4.7,102.4,100.8,103.9,104.0,1.0,104.4,107.9
Cc1onc(-c2c(F)cccc2Cl)c1C(=O)OCN1C(=O)c2ccccc2C1=O,-10.7,81.1,67.4,88.3,85.2,6.0,82.4,87.1
Cc1ccc(C(=O)NCc2ccccc2F)cc1S(=O)(=O)N1CCCC1,-1.6,91.0,112.0,89.7,86.7,2.0,84.1,102.0
Cc1nnc(SCC(=O)N2CCN(S(=O)(=O)c3ccccc3)CC2)s1,-7.8,99.1,105.9,97.8,101.1,0.0,98.9,95.1
Cc1ccc(C(=O)Nc2cccc3ncccc23)cc1[N+](=O)[O-],9.5,100.4,86.5,101.1,103.6,4.0,98.7,92.8
COC(=O)CCN(C(C)=O)c1ccc(N)cc1,-10.4,103.9,92.0,101.1,100.7,5.0,110.3,106.1
CC#CC(=O)N1CCC(CCc2ccccc2)(C(=O)OCC)CC1,11.6,92.3,92.3,94.1,96.0,1.0,98.5,100.6
CCCNC(=S)NCc1ccc(Cl)cc1,22.5,103.9,86.0,102.8,101.3,0.0,94.6,74.7
C[C@@]12C(=O)Nc3cc(Cl)ccc3C(=O)N1[C@H]1c3cc(Br)ccc3OC[C@@H]1[C@@H]2c1ccccc1,3.8,98.5,99.9,101.6,87.6,0.0,118.8,94.2
COc1ccc(N2C(=O)C(Cl)=C(Nc3ccc(OC)cc3OC)C2=O)cc1,9.9,79.1,123.2,94.7,89.0,0.0,83.8,90.6
Cc1ccc(C2Nc3ccccc3C(=O)N2Cc2ccco2)cc1 (stereo unspecified),-9.9,98.9,87.7,104.4,106.8,0.0,111.2,105.2
COc1ccc(OC)c(NS(=O)(=O)c2cccc3cccnc23)c1,13.9,105.8,96.3,106.4,109.9,7.0,108.9,96.0
O=C(/C=C/c1ccc(OC(F)F)cc1)OCC(=O)N1CCc2ccccc21,-0.7,97.4,100.2,101.1,106.5,2.0,99.3,101.5
COc1ccc(C(=O)Nc2cccc(S(C)(=O)=O)c2)cc1,8.8,107.5,88.8,107.3,101.2,10.0,98.2,111.8
O=C(NC1c2ccccc2-c2ccccc21)N1CCOCC1,0.2,101.8,91.3,97.0,102.4,0.0,94.5,98.7
O=C1C(Nc2cccc(O)c2)=C(N2CCCCC2)C(=O)c2ccccc21,1.1,99.7,149.0,96.5,95.0,0.0,116.0,95.4
CCC/C=N/NC(=O)c1ccccc1O,0.0,96.0,91.3,98.8,99.5,0.0,110.5,91.9
O=C(Nc1ccc(S(=O)(=O)NC2=NCCCCC2)cc1)c1cccc(S(=O)(=O)N2CCOCC2)c1,6.9,105.4,93.3,98.6,98.2,2.0,88.4,89.4
Cc1ccccc1OCc1n[nH]c(=S)n1Cc1ccccc1,9.5,96.3,89.5,102.5,104.2,0.0,102.4,109.3
Cc1noc(C)c1COc1ccccc1C(=O)NCCOc1ccccc1F,2.3,94.6,93.4,100.2,101.4,2.0,97.2,99.4
COc1ccc(C2=NS(=O)(=O)N(C)C(C(=O)N3CCCCC3C)=C2)cc1 (stereo unspecified),-0.5,90.2,86.0,95.6,93.5,0.0,92.0,98.1
CCCn1nc(C(=O)NC2CCCC2)c2ccccc2c1=O,13.3,96.7,90.5,99.6,99.6,0.0,100.0,99.0
COc1ccc(OC)c(/C=C/C(=O)OCC(=O)N2CCCCC2)c1,-9.8,102.4,95.4,97.7,97.5,0.0,93.0,96.7
CCOC(=O)c1cnc2c(-c3ccc(Cl)cc3)cnn2c1C,14.4,93.5,94.6,94.6,92.0,0.0,94.4,105.2
O=C(Nc1cc(S(=O)(=O)N2CCOCC2)ccc1N1CCOCC1)c1ccccc1[N+](=O)[O-],27.4,96.7,106.0,100.3,105.8,3.0,97.8,100.1
CCCc1nc2oc3cc(OC)ccc3c(=O)c2c(=O)n1Cc1ccco1,3.2,81.7,110.4,89.3,91.6,1.0,77.0,78.9
COc1cc2c(cc1OC)CN(C(=O)CCCN1C(=O)c3ccccc3C1=O)CC2,29.3,107.7,98.8,101.8,106.5,2.0,108.1,118.5
CCOC(=O)c1c(C)[nH]c(C(=O)O)c1C,7.5,95.3,107.7,101.0,102.8,0.0,99.4,106.6
Cc1cc(C)nc(SCC(=O)Nc2ccc(S(=O)(=O)Nc3onc(C)c3C)cc2)n1,16.8,99.0,103.4,99.9,103.2,0.0,99.2,101.0
CCN1C(=O)[C@H]2[C@@H](c3ccc(OC)cc3)N3C(=O)CN(CCOC)C(=O)[C@@]3(Cc3ccccc3)[C@H]2C1=O,27.8,105.8,98.0,99.3,92.6,2.0,125.7,91.7
CS(=O)(=O)c1ccc2nc(NC(=O)Nc3cccc(Cl)c3)sc2c1,18.4,105.2,99.2,99.6,109.5,0.0,98.8,112.1
C/C(=N\Nc1nc(N2CCCCCC2)nc(N2CCCCCC2)n1)c1ccccc1,-2.8,99.2,97.7,97.0,91.3,3.0,93.8,98.0
Cc1ccc(/C=N/NC(=O)COc2ccccc2-c2ccccc2)cc1,24.9,106.8,91.8,101.6,102.4,6.0,103.5,115.0
COC(=O)c1cc(C(=O)CSc2nc(C)cc(C)n2)ccc1O,3.6,99.3,98.6,97.3,97.9,0.0,100.5,104.1
O=C(Oc1cc2oc(=O)c3c(c2cc1Cl)CCCC3)c1cccs1,-2.1,93.3,101.7,99.2,90.4,0.0,98.6,93.8
Cc1c(Cl)cnc(NC(=O)COC(=O)C2CCCC2)c1Cl,-7.0,105.6,92.7,102.0,99.9,1.0,101.8,102.2
Fc1cccc(Cl)c1Cn1nnc2c(N3CCC4(CC3)OCCO4)ncnc21,3.0,84.8,103.5,98.8,95.1,3.0,103.5,107.0
O=C(CCC(=O)NNC(=O)c1ccc([N+](=O)[O-])cc1)NCc1ccccc1,-1.1,100.0,121.8,91.5,96.2,3.0,93.2,90.3
COC(=O)c1ccc(NC(=O)c2cc3sccc3n2C)cc1,25.4,86.2,99.2,97.8,93.2,0.0,117.9,108.4
CCOCCc1nnc(NC(=O)CSc2ccccc2)s1,-19.2,85.3,92.5,96.0,95.2,2.0,98.5,95.4
Cc1cc(NC(=O)CSc2ccc(-c3ccc4c(c3)OCO4)nn2)no1,7.4,114.2,98.5,104.0,110.4,2.0,101.2,108.4
CC(NC(=O)c1c(O)c2ccccc2n(C)c1=O)c1ccccc1 (stereo unspecified),-17.7,98.3,94.7,102.8,101.5,3.0,97.1,99.0
COc1ccc(Br)cc1S(=O)(=O)N1CCCC1,9.5,92.5,105.6,93.7,x,3.0,81.1,80.4
O=C(NCCc1ccc(Cl)cc1)c1ccc(CS(=O)Cc2ccccc2Cl)o1 (stereo unspecified),-2.0,105.2,76.8,102.4,102.6,0.0,110.9,101.5
COc1ccc(N/C=C/c2nc(SC)nnc2C)cc1,8.2,80.4,86.4,87.9,x,0.0,98.7,96.5
CC1(C)SC2C(NC(=O)COc3ccccc3)C(=O)N2C1C(=O)O (stereo unspecified),56.2*!,100.3&92.8,106.2&97.6,104.5&102.0,107.0&94.3,3.0&1.0,103.8&89.8,101.7&99.2
COc1ccccc1/C=C1/SC(=S)N(CCC(=O)Nc2cccnc2)C1=O,0.8,97.6,102.7,100.1,100.7,1.0,97.2,105.0
O=C(Cc1ccc([N+](=O)[O-])cc1)Nc1cccc(C(F)(F)F)c1,4.5,90.2,86.4,99.3,91.0,0.0,91.7,99.6
Cc1cc(C(=O)CSc2n[nH]c(N)n2)c(C)n1-c1cccc(F)c1,9.1,98.8,100.5,98.0,99.7,3.0,105.9,102.2
CN1CCN(C(=O)C23CC4CC(CC(C4)C2)C3)CC1,0.9,101.3,101.8,97.2,84.7,0.0,91.7,104.3
C[C@@]12C(=O)N(c3cccc(Br)c3)C(=O)N1[C@H](c1ccc(Cl)cc1)[C@@H]1C(=O)N(C3CCCCC3)C(=O)[C@@H]12,14.3,86.8,96.4,94.8,87.9,0.0,103.5,92.5
CC(C)(C)C1CCC(=NNc2nc3ccccc3[nH]2)CC1 (stereo unspecified),7.6,92.5,103.5,95.5,104.8,0.0,108.5,91.2
N#CC(c1ccc(O)cc1)N1CCCCC1 (stereo unspecified),6.6,102.4,104.1,101.2,105.1,0.0,99.7,100.6
CC(C)c1ccc(NC2CCCN(C(=O)c3cnsn3)C2)cc1 (stereo unspecified),-14.8,99.0,121.3,104.7,104.8,0.0,100.3,105.5
CCC(OC(=O)C1=Cc2ccccc2OC1)C(=O)NCc1ccco1 (stereo unspecified),-4.9,95.9,88.6,100.0,99.4,0.0,97.4,104.6
O=C(COc1ccc([N+](=O)[O-])cc1)Nc1ccc2c(c1)CCC2,-2.0,92.2,102.8,100.4,92.9,0.0,112.6,97.7
O=[N+]([O-])c1ccc(/C=N/NC(=S)Nc2ccccc2F)o1,13.1,68.8,95.3,102.1,78.9,0.0,116.8,105.0
COC(=O)C(C)Sc1ccc2nnc(CCNS(=O)(=O)c3ccc(C)cc3)n2n1 (stereo unspecified),15.0,98.8,91.2,101.7,100.6,0.0,114.0,94.8
C/C(=N/NC(=O)c1nnn(-c2nonc2N)c1-c1ccccc1)c1ccncc1,6.2,91.7,118.5,97.0,98.0,4.0,98.9,100.0
CCOC(=O)c1[nH]c(C)c(C(=O)NCC2CCCO2)c1C (stereo unspecified),8.7,84.6,87.4,87.7,84.7,0.0,95.8,95.0
N=c1c(C(=O)NCc2ccccc2)cc2c(=O)n3ccccc3nc2n1CCCN1CCOCC1,-1.3,u,101.7,14.5*[may fluoresce violet],u,0.0,73.4[may fluoresce violet],231.2*[may fluoresce violet]
CCCN1C2CCCC1CC(NC(=S)Nc1cccc(C)c1C)C2 (stereo unspecified),-0.9,90.6,106.2,98.3,94.0,1.0,98.3,105.7
CCN(CC)S(=O)(=O)c1cccc(C(=O)NC(C(=O)NCCc2ccccn2)C(C)C)c1 (stereo unspecified),-4.3,97.7,96.7,95.6,97.2,0.0,95.0,92.8

# Compound profiles, as listed above. Order of screens: VLA-4 inh | CIT2-GFP yeast | Yeast superoxide | RPL19A TOR yeast | AGP1 TOR yeast | GRK2 aptamer HTS | LAP4-GFP MLPCN | MEP2 TOR yeast
# `CC#CC(=O)N1CCC(CCc2ccccc2)(C(=O)OCC)CC1` is listed with 11.6 | 92.3 | 92.3 | 94.1 | 96.0 | 1.0 | 98.5 | 100.6
# `CCCc1nc2oc3cc(OC)ccc3c(=O)c2c(=O)n1Cc1ccco1` is listed with 3.2 | 81.7 | 110.4 | 89.3 | 91.6 | 1.0 | 77.0 | 78.9
# `Cc1cc(C(=O)CSc2n[nH]c(N)n2)c(C)n1-c1cccc(F)c1` is listed with 9.1 | 98.8 | 100.5 | 98.0 | 99.7 | 3.0 | 105.9 | 102.2
# `Cc1onc(-c2c(F)cccc2Cl)c1C(=O)OCN1C(=O)c2ccccc2C1=O` is listed with -10.7 | 81.1 | 67.4 | 88.3 | 85.2 | 6.0 | 82.4 | 87.1
